Source: PubChem BioAssay (several laboratories)
Rin1 Abl inh – blocks binding of human Rin1 to Abl | actives 0.4% (n = 360,000) | P00519+Q13671 | inhibition, % at 7.35 µM | TR-FRET Rin1/Abl binding, biochemical; in the data active means inhibition above about 5%, passing the limit was not always enough
MLLE-PAM2 inh – blocks PAM2 peptide binding to the PABP1 MLLE domain; P11940; GST-MLLE / FITC-PAM2 fluorescence polarization; inhibition, % at 20 µM; actives 0.36% (n = 360,000); AID 588489; in the data active means inhibition above about 35%, passing the limit was not always enough;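 further: plate controls were DMSO wells with GST-MLLE for no effect and wells lacking GST-MLLE protein for full effect; some results filed as inactive read as strong as hits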
TbMetRS inhib – Trypanosoma brucei MetRS inhibition; AID 624268; actives 0.4% (n = 360,000); inhibition, % at 11.9 µM; purified T. brucei MetRS, ATP depletion, Kinase-Glo luminescence;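 active means inhibition above a per-plate cutoff of the control wells' mean inhibition plus 3 SD, cut at about 5.5% in these data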;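 further: 0% = DMSO wells median and 100% = median of wells with control inhibitor compound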
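Material: T. brucei methionyl-tRNA synthetase, purified; reagent: substrates ATP, L-methionine and bulk Escherichia coli tRNA; dosing: 11.9 µM single point; timing: 15 min plus 2 h at 25 °C; detection: luminescence of leftover ATP; evaluation: % inhibition; control set: DMSO-only wells as low control; replicates: singlicate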
CSN inh – blocks human CSN-mediated cullin deneddylation | Q92905 | inhibition, % at 12.5 µM | Purified CSN, SCF-Nedd8-OG deneddylation, fluorescence polarization | AID 651999 | actives 0.38% (n = 360,000);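 active means pattern-corrected inhibition above about 35%, with an unprinted fluorescence ratio check between 0.5 and 1.5, limit read from the data, passing the limit was not always enough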;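 further: 0% = enzyme with substrate and 100% = substrate without enzyme; some results filed as inactive read as strong as hits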
Target sequence (Q92905 whole entry, looked up, one chain of several): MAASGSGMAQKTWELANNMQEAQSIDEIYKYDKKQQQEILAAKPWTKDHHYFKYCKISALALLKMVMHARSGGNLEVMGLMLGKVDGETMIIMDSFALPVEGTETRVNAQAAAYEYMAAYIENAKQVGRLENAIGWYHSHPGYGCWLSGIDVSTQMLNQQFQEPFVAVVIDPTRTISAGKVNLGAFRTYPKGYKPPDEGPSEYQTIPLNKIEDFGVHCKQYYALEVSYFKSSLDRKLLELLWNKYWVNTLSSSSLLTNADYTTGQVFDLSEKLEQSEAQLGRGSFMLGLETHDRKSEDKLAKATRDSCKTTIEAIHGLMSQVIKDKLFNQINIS
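Test system: purified human Csn5 enzyme expressed in HEK293T cells. Amount: 0.24 nM enzyme. Reagent: SCFSkp2-Nedd8OG substrate at 10 nM final. Schedule: 90 min incubation of compound, enzyme and substrate at room temperature. Detection: fluorescence polarization. Read-out: % inhibition of substrate cleavage by Csn5.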
MsrA inh – inhibits bovine methionine sulfoxide reductase A. actives 0.75% (n = 360,000). AID 651718. purified bovine MsrA, absorbance read-out. inhibition, % at 15.5 µM; in the data active means inhibition above about 4.5%;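 further: 0% = vehicle wells with enzyme and 100% = reference inhibitor wells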
FAS-TE inh – FAS thioesterase (human) inhibition; P49327; recombinant FAS-TE, OMFH fluorogenic substrate, fluorescence endpoint; inhibition, % at 15 µM; actives 0.67% (n = 360,000); AID 602261;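 active means compounds whose normalised, plate-corrected inhibition of enzyme fluorescence in the single-dose primary screen is 50% or more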;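 further: 0% = DMSO with enzyme and 100% = substrate without enzyme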
E coli Lon inh – inhibitors of E. coli Lon protease; P0A9M0; purified E. coli Lon protease, fluorescence polarization; AID 602123; inhibition, % at 7.94 µM; actives 0.42% (n = 360,000); in the data active means inhibition above about 13%, passing the limit was not always enough;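 further: 0% = enzyme with probe and DMSO and 100% = no enzyme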
MsrA act – activators of bovine methionine sulfoxide reductase A. actives 0.3% (n = 360,000). activation, % at 10.6 µM. purified bovine MsrA, absorbance read-out; in the data active means activation above about 7.5%;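 further: 0% = vehicle and 100% = reference activator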
Neddylation inh – inhibitors of human cullin neddylation. P61081+Q13564. calls only at 25 µM. TR-FRET cullin neddylation, biochemical. actives 0.58% (n = 360,000); in the data active means inhibition above about 36%
Target sequence (P61081 whole entry, looked up): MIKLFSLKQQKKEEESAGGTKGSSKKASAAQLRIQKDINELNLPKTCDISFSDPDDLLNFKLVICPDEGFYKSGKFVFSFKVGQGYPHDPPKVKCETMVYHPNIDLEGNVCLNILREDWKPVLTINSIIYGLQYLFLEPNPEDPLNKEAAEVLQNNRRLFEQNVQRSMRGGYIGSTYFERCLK
Target sequence (Q13564 whole entry, looked up): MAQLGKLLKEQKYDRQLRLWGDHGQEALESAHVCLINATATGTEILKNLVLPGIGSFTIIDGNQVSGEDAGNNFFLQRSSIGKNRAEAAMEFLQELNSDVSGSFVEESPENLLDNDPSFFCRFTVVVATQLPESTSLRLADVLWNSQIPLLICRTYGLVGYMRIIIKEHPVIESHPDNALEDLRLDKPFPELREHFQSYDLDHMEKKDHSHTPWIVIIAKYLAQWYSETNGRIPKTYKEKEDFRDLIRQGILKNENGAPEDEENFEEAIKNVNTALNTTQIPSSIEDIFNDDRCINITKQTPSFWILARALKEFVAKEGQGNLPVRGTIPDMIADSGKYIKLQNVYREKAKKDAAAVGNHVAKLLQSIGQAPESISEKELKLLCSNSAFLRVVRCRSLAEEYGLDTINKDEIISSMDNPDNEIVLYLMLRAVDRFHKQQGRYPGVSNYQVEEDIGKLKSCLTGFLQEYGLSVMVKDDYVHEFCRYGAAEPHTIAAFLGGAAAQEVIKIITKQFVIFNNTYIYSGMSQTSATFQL
* marks the source's active call; other numbers are inactive results; i = inactive; / = not tested or not shown. Random draw from the library; overall some 4% were active at least once.

Order of results: Rin1 Abl inh | MLLE-PAM2 inh | TbMetRS inhib | CSN inh | MsrA inh | FAS-TE inh | E coli Lon inh | MsrA act | Neddylation inh
COc1ccc(C(=O)Nc2nc(C)cc(C)n2)cc1
  -1 | 7 | -0.6 | -3 | -0.7 | -6 | -1 | -4 | i
O=C(CCn1c(=O)c2cccn2c2ccc(F)cc21)NCc1cccc(F)c1
  1 | -9 | -0.6 | 0 | -0.2 | 11 | -2 | -3 | i
CCCCN1C(=O)C(=O)N(CC(=O)c2ccc3c(c2)CCCC3)C1=O
  -2 | -12 | -0.7 | -1 | 0.3 | 21 | 2 | -8 | i
Cc1nn(-c2ccccc2)c(Cl)c1C(=O)NCc1ccccc1F
  1 | -3 | -1.0 | 4 | 0.3 | 0 | 6 | -13 | i
COc1ccc(CCNC(=O)CCS(=O)(=O)Cc2ccccc2C)cc1OC
  -2 | 8 | 1.7 | 2 | -1.3 | -2 | 4 | -3 | i
Cc1cc(C)c[n+](C2=C([O-])c3ccccc3C(=O)/C2=N\S(=O)(=O)c2cccs2)c1
  -6 | 6 | -0.5 | 3 | -0.1 | 0 | 0 | -3 | i
O=C(CCN1N=C(c2ccccc2)CCC1=O)NC1CCCCC1
  -6 | -8 | -0.1 | 4 | 0.5 | -6 | 12 | -2 | i
Cc1cccc(C)c1OCC(=O)NNC(=O)CNC(=O)c1ccc(OC(F)F)cc1
  1 | 12 | -0.4 | 1 | -0.6 | -8 | -10 | 8.1* | i
Cc1cc(C)nc(Nc2ncc(O)n2-c2ccc(Br)cc2)n1
  0 | -10 | -0.4 | -13 | 8.1* | -3 | -6 | -5 | i
O=[N+]([O-])c1ccc(Sc2nccn2Cc2ccccc2)c([N+](=O)[O-])c1
  -6 | -40 | -0.6 | 6 | 2.9 | 16 | -5 | 1 | i
Cc1ccc2nc(Nc3ccccc3)c(C=O)c(=O)n2c1
  -4 | 15 | -0.6 | 6 | -0.1 | 5 | -3 | 2 | i
CCN1CCN(C(=O)C(N)Cc2ccccc2)CC1 (centres undefined)
  -1 | 8 | 0.3 | 7 | 0.8 | -4 | -1 | -2 | i
CCOc1ccccc1N(C)C(=O)c1sc2ncn(CC(=O)N3CCCCC3C)c(=O)c2c1C (centres undefined)
  4 | 0 | 1.0 | 2 | 0.3 | -2 | 1 | -2 | i
CCc1cccc(N(C(=O)c2csnn2)C(C(=O)NC2CCCC2)c2cccnc2)c1 (centres undefined)
  2 | 15 | 0.3 | -3 | -0.1 | -2 | -1 | 0 | i
COc1ccccc1OCc1ccc(C(=O)NCCN(C)C)o1
  1 | 9 | 0.6 | 3 | -0.3 | -5 | -7 | 0 | i
O=[N+]([O-])c1ccc2c(c1)C(=Nc1ccccc1)c1ccccc1-2
  0 | -36 | 0.0 | -1 | 1.8 | 28 | -6 | -10 | i
O=C(c1ccccc1Cc1ccccc1)N1CCN(S(=O)(=O)c2ccccc2F)CC1
  3 | 18 | -0.2 | -1 | 0.0 | 23 | -1 | -2 | i
CN1OC[C@@H]2CN(Cc3cc(Cl)cc(Cl)c3)[C@H](c3cccc(Br)c3)C[C@@H]21
  0 | 3 | -1.1 | 5 | 0.1 | 21 | -3 | -2 | i
CC(=O)Nc1cc(NC(C)=O)cc(C(=O)OCC(=O)c2ccc3c(c2)NC(=O)CO3)c1
  0 | -20 | -0.2 | -2 | 0.6 | -2 | -24 | 0 | i
O=C(NCCOc1nc(N2CCCCC2)nc(N2CCCCC2)n1)Nc1ccccc1
  1 | 1 | -0.1 | 6 | 0.3 | 19 | 7 | -1 | i
COc1ccc(C2(CNC(=O)c3cc([N+](=O)[O-])cc([N+](=O)[O-])c3)CCCC2)cc1OC
  -2 | 2 | 0.4 | 0 | 0.2 | 42 | 3 | 4 | i
Cc1csc(SCC(=O)NC(C)C2CC3CCC2C3)n1 (centres undefined)
  0 | -6 | -0.4 | 2 | 1.1 | -3 | -4 | -3 | i
Cc1cnn(C(=S)NCC2CCCO2)c1 (centres undefined)
  2 | 17 | -1.3 | -2 | -0.2 | -3 | -3 | -14 | i
Oc1oc(-c2ccccc2)nc1/C=N/c1ccccn1
  0 | 13 | -1.9 | 1 | 2.3 | 5 | -4 | -16 | i
COc1cccc(/C=C/C(=O)OCC(=O)NCC2CCCO2)c1OC (centres undefined)
  -3 | -8 | 0.4 | -4 | -0.7 | -5 | 7 | -2 | i
Cn1c(=O)[nH]c(=O)c2c1nc1n2CCCS1
  -1 | 14 | -0.8 | 3 | -0.2 | -5 | 4 | -3 | i
Cc1cc(C(F)(F)F)nc(CCNCc2c(C(=O)N3CCCC3)nc3ccccn23)n1
  3 | -1 | -1.2 | -10 | 0.4 | -2 | 4 | -4 | i
O=C(NCCc1ccc(Cl)cc1)C1CCN(S(=O)(=O)c2cccc3nonc23)CC1
  0 | -8 | -1.3 | 4 | -0.1 | 3 | -11 | -7 | i
CCOC(=O)c1c(C)[nH]c(C(=O)CN2CCN(CC)CC2)c1C
  2 | -11 | -0.3 | 4 | 0.0 | -4 | 2 | -4 | i
Cc1ccc(F)cc1NC(=O)CN1C(=O)NC2(CCCc3ccccc32)C1=O (centres undefined)
  -3 | -1 | 0.0 | -3 | -2.0 | -1 | -5 | -2 | i
COc1ccc(N2CCN(c3ccc(C(=O)O)cc3[N+](=O)[O-])CC2)cc1
  3 | 1 | -0.7 | 2 | -0.2 | -5 | -1 | -5 | i
OCCNc1nc2ccc(Cl)cc2[nH]1
  3 | -12 | 2.4 | -1 | / | -9 | -7 | -2 | i
O=C(CNC(=O)c1ccccc1F)OCC(=O)N1CCCc2ccccc21
  0 | -7 | 0.8 | 0 | -1.2 | -5 | -6 | -2 | i
C=CCN(CC=C)Cc1cc(=O)n2c(-c3ccccc3)csc2n1
  0 | -38 | -0.3 | 9 | 0.3 | -4 | -2 | -5 | i
Cc1ccc(-c2nc(COC(=O)c3c(C)noc3C)cs2)cc1
  0 | -34 | -0.6 | -4 | -0.2 | 38 | -8 | 1 | i
COC(=O)c1ccc(CN2CCCC(CO)(Cc3ccc(F)cc3F)C2)cc1 (centres undefined)
  -2 | 4 | -0.7 | 0 | -0.5 | 5 | -12 | 1 | i
CC(=O)NC(c1ccccc1)c1nc(-c2ccc(C)c(C)c2)cs1 (centres undefined)
  1 | -20 | -0.4 | 2 | 0.8 | 5 | -1 | -1 | i
CC1(C)Cc2c(C#N)c(SCCOc3ccccc3)nc(N3CCOCC3)c2CO1
  -4 | 5 | -0.5 | 6 | 0.1 | 18 | 7 | -2 | i
CCCCCOc1ccc(C(=O)NCC(=O)NCC(=O)OCC)cc1
  0 | -6 | -0.4 | -8 | -0.3 | -6 | -7 | -2 | i
Cc1ccc(CNC(=O)CN2CCN(c3ccc(F)cc3)CC2)cc1
  2 | 0 | 1.6 | 3 | 0.3 | 5 | -2 | -2 | i
CC1CCN(C(=O)COC(=O)C(C)N2C(=O)c3ccccc3C2=O)CC1 (centres undefined)
  2 | 6 | -0.2 | -5 | 0.0 | 1 | -18 | -1 | i
COc1cccc(CNCC2CCCO2)c1 (centres undefined)
  -2 | -4 | 0.2 | -5 | -0.6 | -5 | 6 | -3 | i
C#CC[N+]1(CC#Cc2ccccc2)CCCC1
  2 | -16 | -0.2 | 5 | 0.8 | -10 | 1 | 2 | i
Cc1cc(NC(=O)CSc2nccn2-c2ccc(F)cc2)no1
  1 | 7 | -0.8 | 1 | -1.3 | -4 | 2 | -5 | i
CC1=Nc2ccccc2/C1=C/c1c(C)[nH]c2ccccc12
  2 | -12 | 0.1 | -4 | / | 6 | -19 | 4 | i
O=C(CN(Cc1ccco1)C(=O)Cn1nnc(-c2cccs2)n1)NCC1CCCO1 (centres undefined)
  3 | -5 | -0.4 | 4 | -0.2 | -5 | 4 | 0 | i
O=C(OCC(=O)N1CCCc2ccccc21)c1ccccc1NCCO
  0 | 0 | -0.3 | -10 | 0.9 | 0 | -7 | -5 | /
CCOc1ccccc1CN1CCCC(C(=O)c2ccc(OC)c(OC)c2)C1 (centres undefined)
  -1 | 10 | 0.5 | 0 | 0.2 | 0 | 0 | -4 | i
O=C(c1nc[nH]c1C(=O)N1CCN(c2ccccc2)CC1)N1CCN(c2ccccc2)CC1
  6 | -2 | -0.4 | -2 | 0.3 | -9 | -8 | -5 | i
COc1oc(-c2ccccc2)nc1C(F)(F)F
  2 | 2 | 0.3 | 4 | -0.1 | -3 | -8 | -1 | i
O=C(O)Cn1ncc2ccccc2c1=O
  1 | -7 | -0.6 | -3 | 0.3 | -5 | 1 | -3 | i
C/C=C(\C)CN1CCC(n2nccc2NC(=O)CCOc2ccccc2)CC1
  1 | 2 | -0.7 | -3 | 0.6 | -5 | 2 | -17 | i
O=C(NNS(=O)(=O)c1ccc(F)cc1)c1ccc(O)cc1
  0 | -1 | -0.2 | 3 | -0.1 | -4 | -12 | -2 | i
CC(OC(=O)/C=C/c1ccccc1)C(=O)NC1CCCCC1C (centres undefined)
  -1 | -2 | -0.8 | 5 | 1.7 | 6 | -15 | -1 | i
O=C(CSc1nc2ccncc2[nH]1)Nc1ccccc1C(F)(F)F
  -1 | 6 | 0.4 | 6 | -0.9 | -13 | -2 | -1 | i
CCCC(=O)N1CC2(C)CN(C(=O)CCC)CC(CCC)(C1)C2=O
  4 | 19 | -0.2 | -2 | 0.9 | -7 | -5 | 3 | i
Cc1nnc(NC(=O)CSc2nnc(C)n2Cc2ccccc2)s1
  3 | 1 | -0.2 | -5 | 0.3 | -1 | -4 | 2 | i
CCCCSc1c(C)c2cc3c(cc2[nH]c1=O)OCO3
  1 | 9 | -0.6 | -1 | 0.3 | -10 | -6 | -11 | i
Cc1ccc(-c2nnc(SCC(=O)N/N=C/c3cccs3)n2-c2ccc(C)cc2)cc1
  -3 | -44 | 0.3 | 8 | 0.6 | -4 | -1 | -1 | i
COc1cccc(NC(=O)N2CCCC2C(=O)NCc2ccco2)c1 (centres undefined)
  2 | -3 | -0.7 | -6 | 1.4 | -5 | -4 | -6 | i
CCC(C)CCCCCCCCCCC(=O)O (centres undefined)
  3 | 2 | -0.1 | 1 | 0.4 | 33 | 0 | -2 | i
CC(C)c1c(O)nc(SCCOc2ccc(Cl)cc2)[nH]c1=O
  -3 | 4 | -0.5 | -7 | 0.2 | -1 | -1 | -2 | i
COc1ccc(-n2c(C)c(C)c3c(NCCCN(C)C)ncnc32)cc1
  0 | 8 | -0.5 | -5 | 0.7 | -3 | 0 | -2 | i

Complete entries, quoted from the list:
Profile of `CCC(C)CCCCCCCCCCC(=O)O` (centres undefined) : Rin1 Abl inh = 3; MLLE-PAM2 inh = 2; TbMetRS inhib = -0.1; CSN inh = 1; MsrA inh = 0.4; FAS-TE inh = 33; E coli Lon inh = 0; MsrA act = -2; Neddylation inh = i
Profile of `Cc1nnc(NC(=O)CSc2nnc(C)n2Cc2ccccc2)s1` : Rin1 Abl inh = 3; MLLE-PAM2 inh = 1; TbMetRS inhib = -0.2; CSN inh = -5; MsrA inh = 0.3; FAS-TE inh = -1; E coli Lon inh = -4; MsrA act = 2; Neddylation inh = i
